# KCNQ1 inh: inhibitors of human KCNQ1 channel, primary screen, cell-based, thallium flux, high-throughput; AID 2642, 2010; Potassium voltage-gated channel subfamily KQT member 1 (Homo sapiens), P51787; B-score at 10 µM; CHO-K1 KCNQ1, FluxOR thallium flux fluorescence; active compounds read high; 310,000 tested, 1.3% active;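 active = compounds whose thallium flux B-score, printed positive for inhibition, exceeds three library SD while starting fluorescence stays within three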;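 also: channel opened by potassium depolarization with thallium stimulus after 20 min compound exposure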
# hERG rescue: hERG rescue from dofetilide block, primary screen, cell-based, CHO-hERG, FluxOR thallium flux, dofetilide IC70 | 310,000 tested, 0.51% active | dofetilide IC70 present | Voltage-gated inwardly rectifying potassium channel KCNH2 (Homo sapiens), Q12809 | AID 1511, 2009 | activation (rescue from dofetilide block), less the hit threshold, % at 10 µM;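 active = activation above the mean of controls blocked by dofetilide plus 5 SD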;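 also: thallium influx through hERG after potassium depolarization seen as dye fluorescence rise; in these data hits start at about 4.7%; inactives centre near -7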
# RGS4 inh: RGS4 inhibitors, primary screen, cell-based, HEK293 M3R inducible RGS4, calcium flux; Regulator of G-protein signaling 4 (Homo sapiens), P49798; Fluo-4 calcium flux; active compounds read high; triggered by carbachol at its EC20; B-score at 10 µM; 310,000 tested, 0.45% active;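 active = B-score, a plate-corrected calcium signal, over three deviations above library mean, with baseline fluorescence within five deviations of library mean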;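 also: RGS4 expression induced by doxycycline in cells with stable M3 receptor; B-score is computed from the integrated fluorescence ratio over baseline after carbachol; higher B-score means a larger calcium signal and so more RGS4 inhibition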
# Target sequence (P49798 whole entry, looked up): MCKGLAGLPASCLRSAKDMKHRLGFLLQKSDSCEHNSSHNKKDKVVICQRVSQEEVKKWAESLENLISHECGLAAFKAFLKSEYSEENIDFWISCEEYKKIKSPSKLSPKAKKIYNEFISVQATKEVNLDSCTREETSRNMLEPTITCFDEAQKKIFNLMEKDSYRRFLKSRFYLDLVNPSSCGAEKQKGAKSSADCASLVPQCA
# KCNQ1 act: potentiators or activators of KCNQ1 channel, primary screen, cell-based, thallium flux, high-throughput. Potassium voltage-gated channel subfamily KQT member 1 (Homo sapiens), P51787. CHO-K1 KCNQ1, thallium flux FluxOR fluorescence; active compounds read high. B-score at 10 µM. 310,000 tested, 0.35% active. AID 2648, 2010;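 active = fluorescence ratio B-score, a plate-corrected score, at least three library SD, with initial intensity B-score within 5 SD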
#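 Assay system: stable KCNQ1 CHO-K1 line; medium: assay buffer, equal DMSO in all wells; timing: 90 min dye loading and 20 min compound exposure, both at room temperature; technique: kinetic FluxOR thallium fluorescence, 10-s 1-Hz baseline, 110-s post-stimulus read; read-out basis: B score of baseline-normalized fluorescence ratio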
# KCNK9 inh: KCNK9 potassium channel inhibitors, primary screen, HEK293 cells, thallium flux | Potassium channel subfamily K member 9 (Homo sapiens), Q9NPC2 | FluxOR thallium flux fluorescence; active compounds read low | B-score at 10 µM | 310,000 tested, 1.2% active;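 active = ratio B-score over 3 SD below the library mean, with starting fluorescence within 5 SD of its mean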;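 also: negative B-score means less thallium flux so channel inhibition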
# KCNK3 inh: human KCNK3 channel inhibitors, primary screen, CHO cells, FluxOR thallium flux, B-score | Potassium channel subfamily K member 3 (Homo sapiens), O14649 | FluxOR fluorescence; active compounds read low | B-score at 10 µM | 340,000 tested, 0.84% active;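 active = B-score under library mean minus 4 SD, starting fluorescence ratio at most library mean plus 5 SD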;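 also: more negative B-score means stronger inhibition of thallium flux through KCNK3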
# GSK3A inh: blockers of GSK3A enzyme activity – biochemical, luminescence, cell-free homogeneous, HTS, primary screen; Glycogen synthase kinase-3 alpha (Homo sapiens), P49840; GSK-3 alpha kinase, ADP-Glo luminescence, 60 min; inhibition, % at 10 µM; 320,000 tested, 0.1% active; AID 2650, 2010;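 in the data active = inhibition above about 50%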;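 also: GST-tagged GSK-3 alpha with peptide substrate and 25 µM ATP; 0% = DMSO neutral wells and 100% = GW8510 positive control wells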
# Target sequence (P49840 whole entry, looked up): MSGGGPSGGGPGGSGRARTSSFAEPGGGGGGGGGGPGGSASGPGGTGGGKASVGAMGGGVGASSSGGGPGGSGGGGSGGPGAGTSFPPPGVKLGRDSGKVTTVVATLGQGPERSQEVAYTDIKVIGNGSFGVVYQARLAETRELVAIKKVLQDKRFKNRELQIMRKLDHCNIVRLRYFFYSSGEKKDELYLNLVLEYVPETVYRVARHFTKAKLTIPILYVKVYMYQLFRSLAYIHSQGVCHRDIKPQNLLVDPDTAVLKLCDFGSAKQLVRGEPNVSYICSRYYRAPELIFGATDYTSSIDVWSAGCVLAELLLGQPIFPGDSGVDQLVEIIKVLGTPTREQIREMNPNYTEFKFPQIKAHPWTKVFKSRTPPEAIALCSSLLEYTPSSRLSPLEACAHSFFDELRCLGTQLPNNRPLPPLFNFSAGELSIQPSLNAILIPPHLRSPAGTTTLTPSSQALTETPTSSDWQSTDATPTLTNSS
# PolyA inhibitor: polyadenylation inhibitors in yeast reporter cells, primary screen, luminescence, S. cerevisiae | AID 1875, 2009 | calls only at 12 µM | 300,000 tested, 0.02% active | S. cerevisiae SKY197-pL101 polyadenylation reporter, beta-gal luminescence; efflux-impaired pdr1/pdr3 knockout yeast; score 100 = 6 SD above DMSO;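 active = lowest replicate activity score at least 50, where 100 means six control SD above control mean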;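 also: yeast exposed to compound for 9 h at 30 °C; higher score means more reporter readthrough which indicates perturbed polyadenylation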
# Dyrk1A ADPGlo: rat Dyrk1A kinase inhibitors, primary screen, biochemical, single point, plate reader. ADP-Glo luminescence, NFATc1 peptide. inhibition, % at 12.5 µM. 310,000 tested, 0.43% active. Dual specificity tyrosine-phosphorylation-regulated kinase 1A (Rattus norvegicus), Q63470; in the data active = inhibition above about 50%;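 also: plate controls were vehicle with enzyme for no effect and no enzyme for full effect; many of its hits are not listed in these tables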
# GSK3beta inhib: human GSK3beta kinase inhibitors, primary screen, biochemical, cell-free homogeneous, HTS; Glycogen synthase kinase-3 beta (Homo sapiens), P49841; GST-GSK3beta kinase, ADP-Glo luminescence, 60 min; active compounds read low; activity score (negative = inhibition), % at 10 µM; 300,000 tested, 0.038% active; AID 2097, 2009;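 active = more than half of replicate wells score below -50%, meaning over 50% inhibition versus plate controls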;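 also: 0% = median DMSO wells and -100% = median GW8510 positive control wells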
# Target sequence (P49841 whole entry, looked up): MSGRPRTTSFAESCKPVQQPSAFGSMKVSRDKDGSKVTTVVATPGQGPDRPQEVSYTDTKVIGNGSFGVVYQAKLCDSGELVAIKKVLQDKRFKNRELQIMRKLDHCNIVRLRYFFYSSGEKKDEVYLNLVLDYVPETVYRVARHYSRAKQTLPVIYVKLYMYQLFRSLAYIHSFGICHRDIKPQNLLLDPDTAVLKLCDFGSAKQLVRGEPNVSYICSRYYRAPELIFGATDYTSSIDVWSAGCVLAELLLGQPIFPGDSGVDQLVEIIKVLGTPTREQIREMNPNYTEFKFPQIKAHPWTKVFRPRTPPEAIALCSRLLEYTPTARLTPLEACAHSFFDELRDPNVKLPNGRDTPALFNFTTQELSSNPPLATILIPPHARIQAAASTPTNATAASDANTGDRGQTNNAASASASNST
#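 Test system: GST-fused GSK3beta enzyme, cell-free | Quantity: 1.6 ng GST-GSK3beta enzyme per well | Reagent: 25 µM ATP with peptide substrate | Schedule: 60 min enzyme reaction, room temperature | Signal: Luminescent ADP-Glo measurement of ADP formed | Read-out basis: Score relative to plate controls | Control set: DMSO and 20 µM GW8510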
# RGS4 pot: RGS4 potentiators or activators, primary screen, cell-based, HEK293 M3R inducible RGS4, calcium flux; 310,000 tested, 0.92% active; B-score at 10 µM; carbachol calcium flux Fluo4; active compounds read low;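 active = B-score of the integrated calcium signal more than 4 SD below the library mean, with starting fluorescence not abnormally high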;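 also: negative B-score means reduced calcium response which marks RGS4 activation or potentiation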
#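 Test system: HEK293 cells with stable M3R and inducible RGS4; also added: carbachol at ECmax as muscarinic agonist stimulus; schedule: dye loading 30 min 37 °C, buffer rest 30 min RT; technique: kinetic calcium fluorescence imaging with Fluo4-AM dye, 2 µM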
# * = called active by the depositor; i = inactive; nt = no result given. An excerpt; count on the stated rates, not on these rows.
# Value order – KCNQ1 inh	hERG rescue	RGS4 inh	KCNQ1 act	KCNK9 inh	KCNK3 inh	GSK3A inh	PolyA inhibitor	Dyrk1A ADPGlo	GSK3beta inhib	RGS4 pot
1	C=CCC(=O)OCCCCCCOc1ccc(C(=O)O)cc1
 : i	-1	i	i	i	i	-5	i	0	1	i
2	CSc1nnnn1-c1c(C)cccc1C
 : i	-4	i	i	i	i	0	i	3	-26	i
3	Fc1ccccc1Nc1nc(-c2ccncc2)nc2ccccc12
 : i	-8	i	i	i	i	10	i	0	0	i
4	CC1(C)CC2CC(C)(CN2C(=O)Cc2ccccc2)C1 (stereo not drawn)
 : i	-11	i	i	i	i	-4	i	-3	0	i
5	Cc1ccc(N=CC2=C(O)CC(C)(C)CC2=O)nc1
 : i	-4	i	i	i	i	0	i	8	-1	i
6	O=C(NNc1c(Cl)cc(Cl)cc1Cl)c1cccc([N+](=O)[O-])c1
 : i	-8	i	i	i	i	-2	i	-7	1	i
7	O=C(NNC(=S)NC(=O)c1ccccc1[N+](=O)[O-])c1ccc(Cl)cc1Cl
 : i	-4	i	i	i	i	-3	nt	-4	2	i
8	COc1cc(C)ccc1NC(=O)Cc1csc(NC(=O)Nc2ccccc2OC)n1
 : 17*	-22	i	i	-8.8*	-13*	-2	i	4	0	-10*
9	OC(CN1CCN(Cc2ccc3c(c2)OCO3)CC1)c1c[nH]c2ccccc12 (stereo not drawn)
 : i	-3	i	i	i	i	nt	i	2	2	i
10	O=C(NCc1ccco1)c1ccccc1F
 : i	-20	i	i	i	i	-1	i	2	9	i
11	COc1ccccc1N1CCN(C(c2cc3cc(C)ccc3[nH]c2=O)c2nnnn2C2CCCC2)CC1 (stereo not drawn)
 : i	-10	i	i	i	i	-1	i	-2	2	i
12	O=[N+]([O-])c1cc([N+](=O)[O-])c(Oc2c(Cl)cccc2Cl)cc1NN1CCCCC1
 : i	-12	i	i	i	i	-1	i	-6	1	i
13	COCCNC(=O)c1ccc(CSc2nc3ccccc3s2)cc1
 : i	-15	i	i	i	i	-3	i	6	-4	i
14	COc1ccc(N2CCN(C(=O)c3cccn4c(=O)c5ccccc5nc34)CC2)cc1
 : i	-6	i	i	i	i	1	i	-9	4	i
15	CC(C)NC(=O)C1CCN(C2CCN(Cc3nc(C(C)C)cs3)CC2)CC1
 : i	-1	i	i	i	i	-1	i	1	-1	i
16	COc1cccc(CNC2CCCCCCC2)c1OC
 : i	-2	i	i	i	i	-1	i	14	7	i
17	O=C(CN1CCOCC1)N/N=C/c1ccc(-c2ccc(Br)cc2)o1
 : i	-6	i	i	i	i	12	i	-3	1	i
18	O=C(c1ccc(S(=O)(=O)N2CCCCC2)cc1)N1CCN(c2ccccc2F)CC1
 : i	-9	i	i	i	i	-1	i	-6	1	i
19	CCOc1ccc(/C=C2\SC(=S)N(CCC(=O)Nc3ccc(C(=O)O)cc3)C2=O)cc1
 : i	-9	i	i	i	i	6	i	nt	-1	i
20	COC(=O)c1cccc(C23CC4(C2)[C@H](CN(Cc2cccnc2)[C@@H]4c2ccccc2)C3c2ccccc2)c1 (stereo partly drawn)
 : i	-12	i	i	i	i	-1	i	6	0	i
21	CCOc1ccc(-n2c(SCC(=O)Nc3ccc(OC)cc3)nc3c(c2=O)SCC3)cc1
 : i	-5	i	i	i	i	0	i	3	3	i
22	O=C(OCC(=O)N1CCOCC1)c1ccc2c(c1)OCCO2
 : i	-1	i	i	i	i	2	i	0	-2	i
23	COC(=O)C1C(=O)c2c([nH]c(C(=O)OC3CCCCCC3)c2C)CC1C (stereo not drawn)
 : i	-3	i	i	i	i	-2	i	4	-2	i
24	C=CCNC(=O)CN(c1ccc(F)c(Cl)c1)S(C)(=O)=O
 : i	-8	i	i	i	i	-1	i	-1	-2	i
25	CCC(C)NC(=O)CN1C(=O)C(CC)Sc2ccccc21 (stereo not drawn)
 : i	-9	i	i	i	i	-4	i	-2	2	i
26	O=C(Cn1ncc2c(=O)oc3ccccc3c21)NCCN1CCN(c2ccccc2F)CC1
 : i	-4	i	i	i	i	-1	i	0	-8	i
27	CN(Cc1ccccc1)S(=O)(=O)c1nnc(NC(=O)c2ccc(F)cc2)s1
 : i	-9	i	i	i	i	-1	i	5	4	i
28	CC(=O)C1=C(c2ccccc2)OC(N)=C(C#N)C1c1ccccc1F (stereo not drawn)
 : i	-6	i	i	i	i	-1	i	1	0	i
29	CSc1ccc(C(=O)C2CCCN(C(=O)c3cc(C)n(C)n3)C2)cc1 (stereo not drawn)
 : i	-6	i	i	i	i	-2	i	-4	1	i
30	CC(C)(CO)Nc1nc(N2CCCC2)nc(N2CCCC2)n1
 : i	-10	i	i	i	i	0	i	-3	0	i
31	O=C(NCc1cccnc1)C(=O)Nc1cc2c3c(c1)CC(=O)N3CCC2
 : i	-9	i	i	i	i	-2	i	-6	-5	i
32	CCc1ccc(-c2cc(C)no2)cc1S(=O)(=O)Nc1cc(C)ccn1
 : i	-3	i	i	i	i	1	i	5	2	i
33	CC(C)CCN(C(=S)Nc1cccc(F)c1)C1CCN(C(C)C)CC1
 : i	-17	i	i	i	i	-5	i	-1	0	i
34	Cc1cc(NC(=O)C(C)SCC(=O)Nc2ccccc2C(C)(C)C)no1 (stereo not drawn)
 : i	-13	i	i	i	i	1	i	8	1	i
35	CCC1(CC)Cc2ccccc2C(C2=C(O)CC(C)(C)CC2=O)=N1
 : i	-11	i	i	i	i	0	i	-7	-2	i
36	CCOC(=O)CC(=O)c1cc(OC)c(OC)c(OC)c1
 : i	-15	i	i	i	i	3	i	1	3	i
37	COC(=O)CNc1nc(Cl)nc(Nc2ccc(Cl)cc2)n1
 : i	-1	i	i	i	i	-1	i	-2	-1	i
38	CNC(=O)COC(=O)/C=C/c1cccc(F)c1
 : i	-7	i	i	i	i	-3	i	-2	-5	i
39	Cc1cc(C(F)(F)F)nn1Cc1n[nH]c(=S)n1-c1cccc(Cl)c1
 : i	-5	i	i	i	i	2	i	3	2	i
40	CC(C)c1nnc(NC(=O)CCC(=O)Nc2ccc3cn[nH]c3c2)s1
 : i	-10	i	i	i	i	1	i	nt	0	i
41	Cc1cc(C)n(-c2ncc3c(n2)N(CCO)CCOC3=O)n1
 : i	-4	i	i	i	i	-1	i	5	-6	i
42	O=C(Cc1nc2ccccc2[nH]1)c1ccc(Br)cc1
 : 6*	-13	i	i	i	i	1	i	3	2	i
43	COc1ccc(OC)c(C2C(C(=O)c3ccc(C)o3)=C(O)C(=O)N2CCN2CCOCC2)c1 (stereo not drawn)
 : i	-7	i	i	i	i	1	i	-7	0	i
44	CCC(=O)N1CCc2cc(S(=O)(=O)CCC(=O)N3CCN(c4ccccc4F)CC3)ccc21
 : i	-10	i	i	i	i	-1	i	6	0	i
45	Cc1ccc(C)c(S(=O)(=O)N2CCCOC2CNC(=O)C(=O)NCCN2CCOCC2)c1 (stereo not drawn)
 : i	-3	i	i	i	i	0	i	-3	-1	i
46	CC(=O)Nc1nc(COc2ccc3ccccc3c2)cs1
 : i	-20	i	i	i	i	-1	i	4	-1	i
47	Cc1ccc(S(=O)(=O)Nc2nnc(C3CCCCC3)s2)cc1
 : i	-8	i	i	i	i	-9	i	1	nt	i
48	COc1ccccc1N1C(=S)NC2CS(=O)(=O)CC21 (stereo not drawn)
 : i	-8	i	i	i	i	0	i	nt	-1	i
49	COc1cccc(CN(C(=O)COc2ccc(C)cc2)C2CCS(=O)(=O)C2)c1 (stereo not drawn)
 : i	-5	i	i	i	i	1	i	-6	2	i
50	CC(C)(C)C(=O)NC1(C(F)(F)F)NC(=O)N(CCc2ccccc2)C1=O (stereo not drawn)
 : i	-9	i	i	i	i	-4	i	-11	-1	i

# (more compounds)
# Value order – KCNQ1 inh	hERG rescue	RGS4 inh	KCNQ1 act	KCNK9 inh	KCNK3 inh	GSK3A inh	PolyA inhibitor	Dyrk1A ADPGlo	GSK3beta inhib	RGS4 pot
51	O=C(O)C1C2CCC(O2)C1C(=O)NCc1ccccc1Br (stereo not drawn)
 : i	-5	i	i	i	i	-3	i	2	-1	i
52	CC1CCCC(N2CCN(C(=O)c3ccc(F)cc3)CC2)C1 (stereo not drawn)
 : i	-10	i	i	i	i	-2	i	-7	2	i
53	C=C1CCN([C@@H](CC(C)C)C(=O)NCc2ccccc2)S(=O)(=O)c2ccccc21
 : i	-12	i	i	i	i	-2	i	nt	-2	i
54	COc1cc(/C=C2/NC(=O)N(CC(=O)Nc3cccc(C)c3)C2=O)ccc1OCC(N)=O
 : i	-8	i	i	i	i	-1	i	-1	-1	i
55	O=[N+]([O-])c1ccc(O)c(/C=N/Nc2ccccc2Cl)c1
 : i	-13	i	i	i	i	0	i	-7	-3	i
56	COc1ccccc1C1CC(=O)Nc2c1c(=O)n(C)c(=O)n2C (stereo not drawn)
 : i	-7	i	i	i	i	-2	i	1	2	i
57	Cn1c(=O)c2nc(NCc3ccccc3)cnc2n(C)c1=O
 : i	-5	i	i	i	i	1	i	nt	4	i
58	Clc1ccccc1CSc1cc2c(nn1)-c1ccccc1CC2
 : 9*	-15	i	i	-11*	i	-5	i	1	5	i
59	CCOc1ccc(N2CC(C(=O)Nc3nnc(Cc4ccc(OC)cc4)s3)CC2=O)cc1 (stereo not drawn)
 : i	-9	i	i	i	i	-1	i	0	1	i
60	CCOC(=O)c1nn(-c2ccc(F)cc2)c2c1CC/C2=C/c1ccccc1
 : i	-5	i	i	i	i	-1	i	-24	1	i

# Screening results (PubChem BioAssay)
